Cneo AK release = Cryptococcus neoformans cell lysis inducers, primary screen, AK release luminescence, single concentration. C. neoformans lysis, adenylate kinase release luminescence, 4 h; normalised: neutral wells 0, clomiphene wells 100. lysis activity, % at 15 µM. actives 0.2% (n = 360,000);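 active means mean lysis activity across replicates of at least 80%, whatever share of replicates individually reach that level; inactive means mean lysis activity below 80%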
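Material: C. neoformans cells | Amount: Yeast cell density of 5 × 10^6 cells/mL | Medium: Fresh YPD growth medium | Dosing: Single dose | Times: Static 4 h at 37 °C with compound, 1 h detection | Detection: AK luminescence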
PglD inh = C. jejuni PglD acetyltransferase inhibitors, primary screen, biochemical, DTNB colorimetric, single point; inhibition, % at 12.5 µM; purified PglD enzyme, DTNB colorimetric CoA detection; actives 0.098% (n = 360,000); UDP-N-acetylbacillosamine N-acetyltransferase PglD (Campylobacter jejuni); in the data active means inhibition above about 16%, passing the limit was not always enough; further: strong numbers were not always called active
PAX8 reporter = inhibitors of PAX8-driven TPO luciferase reporter, primary screen, RMG-I cells, single concentration; SteadyGlo, 24 h; inhibition, % at 12.6 µM; actives 1.2% (n = 360,000); AID 652154, 2013;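 active means mean replicate inhibition at least 60% with every replicate also reaching 60%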;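 further: luciferase light reporting Pax8 driven TPO promoter activity; plate controls were median of neutral control wells for no effect and mitoxantrone controls for full effect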
Statin myotox sup = suppressors of statin myotoxicity in C2C12 myotubes, primary screen, cell-based, single point, plate reader. C2C12 myotubes + simvastatin, ATP luminescence, 48 h; scaled: DMSO 0, geranylgeraniol control 100. rescue of ATP level, % at 7.49 µM. actives 0.78% (n = 330,000);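 active means mean ATP rescue above about 67%, or every replicate alone reaching that limit, limit read from the data, passing the limit was not always enough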;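 further: myotubes were challenged with 10 µM simvastatin during compound exposure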
INS-1E GSIS act = GLuc luminescence reporter in INS-1E cells, primary screen for activators of glucose-dependent secretion of insulin; INS-1E GLuc reporter insulin secretion, 2-3 h; activation, % at 16.6 µM; actives 0.61% (n = 370,000); AID 743287, 2014;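 active means lowest replicate activation of at least 40%, so every replicate reaches that level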;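 further: 0% = median of neutral control wells and 100% = median of IBMX positive control wells; some compounds called inactive have numbers as strong as hits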
PGC1a acetyl inh = inhibitors of PGC1a acetylation signal, primary screen, cell-based, U2OS, AlphaScreen, inhibitor mode; AlphaScreen anti-acetyl-lysine; with virally co-expressed GCN5 acetyltransferase; inhibition, % at 15.6 µM; actives 0.17% (n = 350,000); AID 651687, 2012;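 active means every replicate shows inhibition of at least 40%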;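 further: 0% = neutral control wells and 100% = positive control wells; some results beyond the cut were filed as inactive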
LGR2 inh = inhibitors of bursicon-induced LGR2 CRE-luciferase signal, primary screen, cell-based, HEK293, CRE-luciferase reporter, bursicon stimulation; Drosophila bursicon receptor LGR2 (rickets); bursicon-stimulated, 4 h; AID 720647, 2013; actives 0.35% (n = 380,000); inhibition, % at 9.99 µM;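 active means drop in luminescence signal, shown as inhibition above about 50% in the replicate tests, limit read from the data, passing the limit was not always enough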;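 further: agonist challenge used bursicon conditioned medium at about half maximal strength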
ARNT TACC3 PPI = disruptors of ARNT/TACC3 protein interaction, primary screen, biochemical, AlphaScreen, single concentration; Transforming acidic coiled-coil-containing protein 3 (Homo sapiens), Q9Y6A5; AlphaScreen His-ARNT PAS-B/GST-TACC3 binding, luminescence; TACC3 fragment carries E629A point mutation; inhibition, % at 9.99 µM; actives 0.66% (n = 390,000); AID 623870, 2012;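 active means mean inhibition of replicates at least 50% and at least half of replicates each reaching 50%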;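 further: 0% = complete ARNT plus TACC3 wells and 100% = ARNT alone without TACC3; many hits fall short of the cut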
An asterisk follows results filed as active; / = not tested or not shown; & = joins results of further samples. Compounds as they come (roughly 2.9% active in at least one column).

SMILES	Cneo AK release	PglD inh	PAX8 reporter	Statin myotox sup	INS-1E GSIS act	PGC1a acetyl inh	LGR2 inh	ARNT TACC3 PPI
CCc1cccc2c(C(=O)CSc3nncn3-c3ccccc3OC)c[nH]c12	3	3	-10	/	/	-3	-15	10
N#C[C@@H]1[C@H](c2ccc(C#CC3(O)CCCC3)cc2)[C@@H](CO)N1C(=O)C1CC1	-2	1	17	7	3	2	8	/
O=C(Nc1ccc2c(c1)OCO2)C1Cc2c(-c3ccc(Cl)cc3)ccnc2O1 (stereo not drawn)	5	-3	30	6	/	-9	17	/
Cc1[nH]n(-c2ccccc2)c(=O)c1/C=C1/C=c2ccccc2=N1	/	/	19	/	6	/	-63	1
COc1ccc(NC(=O)Cc2c(Cl)cccc2Cl)cn1	/	/	11	/	-2	-8	6	-3
O=C(COc1ccc(Cl)cc1)Nc1ccc2c(c1)C(=O)NC2=O	6	4	-11	0	-3	/	6	2
COc1ccc(C2NC(=O)NC(C)=C2C(=O)OCc2ccc3c(c2)OCO3)cc1OC (stereo not drawn)	1	-1	/	6	3	1	6	1
C=CCSC1=C(C#N)C(c2ccccc2OC)CC(=O)N1 (stereo not drawn)	-6	-1	/	2	/	13	/	2
Cn1c(C(=O)N/N=C/c2ccccc2)cc2ccccc21	-3	7	-101	0	-6	7	-42	-3
O=C(/C=C/c1cccc([N+](=O)[O-])c1)NCc1ccco1	-2	-2	-23	/	-11	/	-6	7
C[C@@H]1CCCCO[C@H](CN(C)C(=O)CCC(F)(F)F)[C@H](C)CN([C@H](C)CO)C(=O)c2cc(NC(=O)C3CCCCC3)ccc2O1	1	3	-8	/	-9	1	-14	-5
Cc1cc(Nc2ccc(C(=O)O)cc2)n2nc(C)nc2n1	-1	0	-1	4	7	-1	5	-4
COc1cccc(-n2ccnc2SCC(=O)NCc2ccccc2)c1	1	2	/	/	/	0	/	9
CCOc1ccc(S(=O)(=O)NC2CC2)cc1C(N)=O	/	/	10	/	31	-4	-4	0
C[C@H]1CN([C@@H](C)CO)C(=O)Cc2cc(NC(=O)Nc3cccc4ccccc34)ccc2O[C@@H]1CN(C)C(=O)NC1CCCCC1	-1	2	-13	9	2	-4	11	5
O=C(CN1CCN(c2ccccn2)CC1)NC1CCCCC1	0	2	/	-12	/	-3	/	-2
COc1ccc(CN(C)C[C@H]2Oc3ccc(NS(=O)(=O)c4cn(C)cn4)cc3CC(=O)N([C@H](C)CO)C[C@@H]2C)cc1	-2	2	-6	15	1	-3	6	4
C[C@@H]1CN([C@@H](C)CO)C(=O)Cc2cc(NC(=O)Nc3cccc4ccccc34)ccc2O[C@@H]1CN(C)C(=O)Nc1ccc(C(F)(F)F)cc1	-4	0	/	-61	-21	3	-3	-8
Cc1ccc(S(=O)(=O)N2CCOCC2)cc1C(=O)N1CC(C)CC(C)C1 (stereo not drawn)	-2	-7	7	3	0	/	15	-1
Cc1noc(C)c1S(=O)(=O)Nc1ccc2c(c1)C(=O)N([C@@H](C)CO)C[C@H](C)[C@@H](CN(C)CC1CC1)OCCCC[C@@H](C)O2	/	/	-27	/	0	3	-6	/
Nc1c(-c2cccc(Cl)c2)cnn1-c1ccccc1	-3	-7	-84	-1	-18	-10	-37	-11
CC1CN(C(=O)CN2C(=O)c3ccccc3C2=O)CC(C)O1 (stereo not drawn)	1	-3	/	3	2	-3	-16	1
O=C(NCc1ccccc1)C1=C[C@@H](C2CCCCC2)C[C@@H](OCc2ccc(CO)cc2)O1	-2&0	5&0	-1&0	-3	-22	-18&0	14	-6&27
O=C(c1cc(-c2cccc(Cl)c2)on1)N1CCCCCC1	-2	-6	-191	7	12	-4	-53	-2
COc1ccc(S(=O)(=O)N2CCOCC2)cc1C(=O)N1CCCCCC1	0	3	-17	/	25	-4	8	1
CSCCC(NS(=O)(=O)c1ccc(C)cc1)C(=O)N(C)CC(=O)Nc1ccccc1Br (stereo not drawn)	1	1	16	2	-7	/	-7	/
CCOC(=O)c1c(C)oc2ccc(NS(=O)(=O)c3ccc(C(=O)O)cc3)cc12	/	/	29	/	21	11	/	4
Nc1cccn2c(-c3ccc(Cl)cc3)cnc12	/	/	-182	/	-4	5	-130	9
C[C@@H]1CN([C@H](C)CO)S(=O)(=O)c2ccc(-c3ccccc3)cc2O[C@H]1CN(C)C(=O)Nc1ccccc1F	50	-2	/	-93	-24	-16	0	0
CCN1C(=O)N[C@@H](CCc2ccccc2)[C@H](C(C)=O)[C@H]1C	0	4	-2	6	0	/	-26	/
CCN(CC)C(=O)C(=O)Nc1ccc(OCc2ccccc2)cc1	-2	-4	-11	-5	-10	5	11	-5
O=C(/C=C/c1ccc2c(c1)OCO2)NCC1CCCO1 (stereo not drawn)	/	/	-62	/	12	/	0	-4
CCc1ncc(CN2CCC(C(=O)Nc3ccc(-n4nc(C)cc4C)cc3)CC2)cn1	13	5	10	6	2	/	11	-19
O=C(Cn1cccc1C(=O)c1ccccc1)NCCCN1CCOCC1	7	-3	/	19	/	-8	/	11
COc1ccccc1CN1CCC(n2nccc2NC(=O)CCc2ccccc2)CC1	-1	-5	7	-1	/	-2	-1	3
COc1cc(C(O)c2nc(-c3cc(F)cc(F)c3)cs2)ccc1F (stereo not drawn)	-1	3	10	9	-30	/	-11	/
CC1(C)S[C@@H]2[C@H](NC(=O)C(C(=O)O)c3ccccc3)C(=O)N2[C@H]1C(=O)O (stereo partly drawn)	1	1	/	12	/	-13	/	3
COc1cc(C(=O)NC2CCN(Cc3ccccc3)CC2)cc(Cl)c1OC	0	4	-5	-4	-5	/	4	-3
CN(c1ccc(C(=O)N2CCCCC2)cc1)S(C)(=O)=O	2	-1	/	1	/	3	/	-5
COc1ccc(CN(C)C[C@H]2Oc3c(NS(C)(=O)=O)cccc3C(=O)N([C@H](C)CO)C[C@H]2C)cc1	9	1	-4	-14	20	0	-11	9
CCOC(=O)c1ccc(NC(=O)c2nc[nH]c2C(=O)N[C@@H](CCCCNC(=O)OC(C)(C)C)C(=O)OC(C)(C)C)cc1	3	4	11	5	/	-7	/	-7
CCN1CCN(C(=O)C2CCCN(S(=O)(=O)c3cccc4nsnc34)C2)CC1 (stereo not drawn)	0	-2	3	-3	2	0	-5	-5
CCc1c(C(=O)N/N=C/c2ccc(OCc3ccc(F)cc3)c(OC)c2)nnn1-c1nonc1N	-4	-2	-49	3	-57	/	-14	-4
O=C(NCC(=O)N1CCN(c2ccccc2O)CC1)c1ccc2ccccc2c1	-1	1	44	/	-5	-1	5	-2
Cc1ccnc(NC(NC(=O)C(C)C)(C(F)(F)F)C(F)(F)F)c1	/	/	4	/	12	/	6	-4
CCOCCCNC(=O)C(c1ccc(OC)cc1)N(Cc1cccs1)C(=O)CNC(C)=O (stereo not drawn)	/	/	-13	/	3	-6	1	-2
COc1ccccc1NC(=O)Nc1nnc(CC(=O)Nc2ccccc2C)s1	/	/	22	/	9	/	5	2
O=C(Nc1nnc(C2CC2)s1)c1ccc(S(=O)(=O)c2ccccc2)cc1	-3	10	/	-2	29	-11	-7	-3
O=C(Oc1coc(CSc2ncccn2)cc1=O)c1ccco1	/	/	15	-2	-13	4	6	9
O=C(C1CCCC1)N1CCCCN2[C@H](C1)[C@H](c1ccc(C#CC3(O)CCCC3)cc1)[C@@H]2CO	-2	-1	-3	/	/	12	/	-2
CCCC#Cc1ccc2c(c1)O[C@@H](CN(C)CC1CCOCC1)[C@H](C)CN([C@H](C)CO)S2(=O)=O	-2	0	22	-43	9	-19	16	-1
CCOC(=O)C1CCCN(C(=O)c2ccc3c(c2)OCO3)C1 (stereo not drawn)	-5	-6	-10	-6	/	-4	/	2
Cc1ccc(N(C(=O)c2ccc3c(c2)OCO3)C2C=CS(=O)(=O)C2)cc1C (stereo not drawn)	2	-1	8	6	26	/	10	-5
O=C(CCOc1ccccc1)N1CCN(c2ccc(O)cc2)CC1	7	5	-5	34	-35	-6	15	0
Cn1[nH]c2c(c1=O)[C@H](c1ccc(F)cc1)O[C@H](CCc1ccccc1)C2	-1	1	1	-3	-4	-3	6	/
COc1cccc(C(=O)N(Cc2ccccc2)Cc2cc3cc4c(cc3[nH]c2=O)OCCO4)c1	3	2	/	-16	-8	-20	/	2
COC(=O)CN(c1ccccc1C)S(C)(=O)=O	0	3	/	1	/	3	/	/
COc1cc([N+](=O)[O-])ccc1NC(=S)Nn1cnnc1	-1	5	3	-5	-3	/	0	/
CC(=O)c1ccc(N2CCN(C(=O)c3ccc(Cl)c(S(=O)(=O)NC4CC4)c3)CC2)c(F)c1	2	8	13	23	-8	-1	12	-4
N#C/C(=C\c1ccc(-c2cccc(Cl)c2)o1)C(=O)Nc1cccc2cccnc12	3	-3	16	-6	/	-8	/	-3

Quoted from above, six compounds:
SMILES	Cneo AK release	PglD inh	PAX8 reporter	Statin myotox sup	INS-1E GSIS act	PGC1a acetyl inh	LGR2 inh	ARNT TACC3 PPI
CCOC(=O)c1ccc(NC(=O)c2nc[nH]c2C(=O)N[C@@H](CCCCNC(=O)OC(C)(C)C)C(=O)OC(C)(C)C)cc1	3	4	11	5	/	-7	/	-7
CCN1CCN(C(=O)C2CCCN(S(=O)(=O)c3cccc4nsnc34)C2)CC1 (stereo not drawn)	0	-2	3	-3	2	0	-5	-5
CCc1c(C(=O)N/N=C/c2ccc(OCc3ccc(F)cc3)c(OC)c2)nnn1-c1nonc1N	-4	-2	-49	3	-57	/	-14	-4
O=C(NCC(=O)N1CCN(c2ccccc2O)CC1)c1ccc2ccccc2c1	-1	1	44	/	-5	-1	5	-2
Cc1ccnc(NC(NC(=O)C(C)C)(C(F)(F)F)C(F)(F)F)c1	/	/	4	/	12	/	6	-4
CCOCCCNC(=O)C(c1ccc(OC)cc1)N(Cc1cccs1)C(=O)CNC(C)=O (stereo not drawn)	/	/	-13	/	3	-6	1	-2

Additional results follow:
SMILES	Cneo AK release	PglD inh	PAX8 reporter	Statin myotox sup	INS-1E GSIS act	PGC1a acetyl inh	LGR2 inh	ARNT TACC3 PPI
CN1CCN(c2nc3c(c(=O)n(C)c(=O)n3C)n2Cc2cccc3ccccc23)CC1	0	-1	/	116*	/	3	/	4
CC(C)(C)c1ccc(CC(=O)N2CCC2(C)C(=O)NS(=O)(=O)c2cccs2)cc1 (stereo not drawn)	0	-4	-2	-7	-8	-6	-5	/
C[C@H]1CN([C@@H](C)CO)C(=O)Cc2cc(NS(=O)(=O)c3ccc(Cl)cc3)ccc2O[C@@H]1CN(C)S(=O)(=O)c1cccs1	-1	0	/	23	-9	-8	-8	-1
COc1ccc(NC(=O)c2ccc3nc(C)c(N(C)C(=O)CCc4ccccc4)n3c2)cc1OC	-1	1	-21	-5	14	/	8	/
CN(C)C(=O)c1ccc(-c2ccc([C@@H]3[C@@H](CO)N(C(=O)C4CCCCC4)[C@H]3C#N)cc2)cc1	48	-5	1	-4	-7	-7	0	-16
CC(NCC(=O)NCC(=O)Nc1ccc(F)cc1)c1cccc(C(F)(F)F)c1 (stereo not drawn)	6	1	13	10	-10	1	-20	-16
